pPAFAH inh = pPAFAH enzyme inhibitors, primary screen, biochemical, fluorescence polarization, human. recombinant pPAFAH, FP-rhodamine probe fluorescence polarization. inhibition, % at 3.39 µM. 1.5% of 330,000 active. AID 463082, 2010;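 active means inhibition above the mean inhibition across the screen plus 3 SD, cut at about 25% in these data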;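 further: inhibitors block binding of the rhodamine activity-based probe so polarization drops; 0% = enzyme with DMSO and 100% = wells lacking pPAFAH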
PREPL inhibitor = PREPL enzyme inhibitors, primary screen, biochemical, fluorescence polarization | Prolyl endopeptidase-like (Homo sapiens), Q4J6C6 | recombinant PREPL, fluorescence polarization activity-based probe | inhibition, % at 5.96 µM | 0.68% of 320,000 active | AID 2751, 2010; in the data active means inhibition above about 43%;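 further: 0% = enzyme with DMSO and 100% = wells lacking enzyme; many of its hits are not listed in these tables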
Target sequence (Q4J6C6 whole entry, looked up): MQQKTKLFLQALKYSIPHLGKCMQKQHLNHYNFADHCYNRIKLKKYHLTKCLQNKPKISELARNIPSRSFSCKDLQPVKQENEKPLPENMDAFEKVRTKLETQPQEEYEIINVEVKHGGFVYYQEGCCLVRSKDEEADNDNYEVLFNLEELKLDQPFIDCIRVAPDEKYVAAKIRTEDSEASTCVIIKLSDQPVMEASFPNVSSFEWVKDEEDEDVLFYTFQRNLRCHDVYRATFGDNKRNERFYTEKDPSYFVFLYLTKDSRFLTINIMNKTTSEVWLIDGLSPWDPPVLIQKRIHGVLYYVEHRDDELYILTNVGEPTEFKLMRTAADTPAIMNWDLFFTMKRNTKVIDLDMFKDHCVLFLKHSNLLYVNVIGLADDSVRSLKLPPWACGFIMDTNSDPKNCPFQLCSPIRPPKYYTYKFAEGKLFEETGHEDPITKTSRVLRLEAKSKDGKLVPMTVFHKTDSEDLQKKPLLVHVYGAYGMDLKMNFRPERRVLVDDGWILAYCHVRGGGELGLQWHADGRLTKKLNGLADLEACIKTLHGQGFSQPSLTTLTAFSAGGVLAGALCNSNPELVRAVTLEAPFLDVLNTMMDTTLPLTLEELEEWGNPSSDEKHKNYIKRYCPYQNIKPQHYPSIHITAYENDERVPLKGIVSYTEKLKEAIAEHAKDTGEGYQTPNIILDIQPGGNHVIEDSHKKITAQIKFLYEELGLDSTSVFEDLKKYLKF
PAFAH1B3 FP inh = PAFAH1B3 enzyme inhibitors, primary screen, biochemical, fluorescence polarization, human. Platelet-activating factor acetylhydrolase IB subunit alpha1 (Homo sapiens), Q15102. recombinant PAFAH1B3, FP-rhodamine probe. inhibition, % at 3.39 µM. 0.28% of 340,000 active. AID 492972, 2010;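 active means inhibition above the screen-wide average of all tested compounds plus 3 SD, cut at about 25% in these data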;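 further: 0% = enzyme with DMSO only and 100% = wells lacking PAFAH1B3 protein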
Target sequence (Q15102 whole entry, looked up): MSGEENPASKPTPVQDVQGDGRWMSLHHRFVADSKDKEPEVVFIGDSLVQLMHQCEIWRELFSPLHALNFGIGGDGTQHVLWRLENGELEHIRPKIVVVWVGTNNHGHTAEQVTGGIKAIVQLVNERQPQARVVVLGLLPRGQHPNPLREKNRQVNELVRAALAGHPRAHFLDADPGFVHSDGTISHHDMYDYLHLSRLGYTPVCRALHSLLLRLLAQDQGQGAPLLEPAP
ZTA counter = counter-screen for EBNA-1 inhibitors: inhibitors of Epstein-Barr virus ZTA. 0.15% of 320,000 active. ZTA-DNA binding, fluorescence polarization. inhibition, % at 11 µM. AID 2234. P03206; in the data active means inhibition above about 33%
PAFAH2 FP inh = PAFAH2 enzyme inhibitors, primary screen, biochemical, fluorescence polarization, human; Platelet-activating factor acetylhydrolase 2, cytoplasmic (Homo sapiens), Q99487; 0.99% of 340,000 active; inhibition, % at 3.39 µM; recombinant PAFAH2, FP-rhodamine activity probe; AID 492956, 2010;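 active means inhibition above the mean over all tested compounds plus 3 SD, cut at about 30% in these data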;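 further: inhibitors block probe labeling of enzyme so polarization drops; 0% = enzyme with DMSO and 100% = wells lacking PAFAH2 protein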
PAFAH1B2 FP inh = PAFAH1B2 enzyme inhibitors, primary screen, biochemical, fluorescence polarization, human | recombinant PAFAH1B2, FP-rhodamine activity probe | inhibition, % at 3.39 µM | 1.2% of 340,000 active | AID 492953, 2010;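 active means inhibition above the mean of all tested compounds plus 3 SD, cut at about 24% in these data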;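 further: 0% = enzyme with DMSO and 100% = wells lacking PAFAH1B2; many of its hits are not listed in these tables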
LYPLA1 counter = LYPLA1 inhibitors, primary screen, counter-screen for PME1 inhibitor project, biochemical, fluorescence polarization, FP-Rh probe ABPP; recombinant LYPLA1; inhibition, % at 5.9 µM; 0.16% of 320,000 active;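 active means inhibition above the mean of all tested compounds plus 3 SD, set per campaign, cut at about 14% in these data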;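 further: inhibitors block serine hydrolase probe labeling of LYPLA1 so polarization falls; 0% = enzyme with DMSO and 100% = wells lacking LYPLA1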
LYPLA2 inh = LYPLA2 inhibitors, primary screen, counter-screen for PME1 inhibitor project, biochemical, fluorescence polarization, FP-Rh probe ABPP. recombinant LYPLA2. AID 2177, 2009. 0.38% of 320,000 active. Acyl-protein thioesterase 2 (Homo sapiens), O95372. inhibition, % at 5.9 µM;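 active means inhibition above the screen-wide mean plus 3 SD, limit set per campaign, cut at about 26% in these data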;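 further: 0% = LYPLA2 with DMSO and 100% = wells lacking LYPLA2 enzyme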
EBNA-1 inhibitor = EBNA-1 DNA-binding inhibitors, primary screen, biochemical, fluorescence polarization; inhibition, % at 14.8 µM; 0.34% of 300,000 active; AID 1950, 2009; in the data active means inhibition above about 28%
An asterisk follows results filed as active; · = not tested or not shown. A portion of the library. The share of hits here may be higher or lower than overall.

Compound	PREPL inhibitor	PAFAH2 FP inh	LYPLA2 inh	PAFAH1B3 FP inh	ZTA counter	LYPLA1 counter	EBNA-1 inhibitor	pPAFAH inh	PAFAH1B2 FP inh
COCC(=O)N1CCN(c2nc3ccccc3o2)CC1	10	-1	-2	-5	4	1	-9	-5	0
O=S1(=O)CCOCCCN1Cc1ccccc1	-7	1	2	6	0	2	1	6	2
COc1ccc(OC)c(NC(=O)c2cccc3c2C(=O)N(C2CCCCC2)C3)c1	17	3	2	7	8	-5	3	8	-2
O=C(NC1CCCCC1)N1CCc2ccccc2C1	5	13	0	6	1	-4	-5	2	4
O=C(NC1CCN(Cc2ccccc2)CC1)c1ccc(N2CC3CC(C2)c2cccc(=O)n2C3)c([N+](=O)[O-])c1 (centres undefined)	17	4	3	8	2	1	-4	-1	1
Cc1cc(S(=O)(=O)Nc2cc(C)c(O)c(C)c2)c(C)s1	18	-3	-1	8	-11	-1	-14	0	-1
O=C(CCCN1C(=O)/C(=C/c2cccs2)SC1=S)Nc1cccnc1	1	-1	1	4	-2	5	-5	0	3
C=CC[C@@H](CC(=O)N[C@@H](CO)Cc1ccccc1)C(=O)N[C@@H](COC(=O)[C@@H](CC=C)CC(=O)OC(C)(C)C)Cc1c[nH]c2ccccc12	27	4	·	3	·	·	·	10	0
COc1ccccc1NC(=O)C1=C(C)Nc2nc(CCCO)nn2C1c1cccnc1 (centres undefined)	-1	10	6	9	0	4	4	1	5
CCn1cc(S(=O)(=O)c2ccc(OC)cc2)c(=O)c2cc(F)c(N3CCN(C)CC3)cc21	-4	-4	-4	-4	-5	-2	0	4	-7
O=C(c1ccc(S(=O)(=O)N2CCC(c3nc4ccccc4[nH]3)CC2)cc1)N1CCOCC1	4	4	-2	-6	1	-1	1	3	5
Cc1nn(-c2ccccc2)c(C)c1NC(=O)COC(=O)CC(C)c1ccccc1 (centres undefined)	7	8	-4	5	-2	-2	-3	27*	6
CC(C)NC(=O)C(=O)NCCC1CCCCN1S(=O)(=O)c1cccs1 (centres undefined)	-3	0	-2	7	-2	-2	-3	1	8
COc1ccc(-c2cc3nc4c(c(=O)n3[nH]2)CCC4)cc1	5	8	-8	8	6	0	-4	0	1
COc1cc(/C=N/NC(=O)c2ccncc2)ccc1OCC(=O)Nc1ccc(C)c(C)c1	-11	-9	-6	1	-1	-8	5	-1	1
CCN(Cc1ccccc1)S(=O)(=O)c1ccc(C(=O)N(CCCN(C)C)c2nc3c(C)c(C)ccc3s2)cc1	11	0	-7	3	6	1	1	0	-1
Cc1cc(C)n(-c2cc(N3CCOCC3)nc(-c3ccccc3)n2)n1	-8	-5	1	-1	12	3	-1	2	0
Cc1ccc(NC(=O)CSC2=Nc3ccccc3C3CC=NN23)c(C)c1 (centres undefined)	8	-7	-8	-7	8	0	-10	-3	-1
CS(=O)(=O)N(CC(=O)Nc1cccnc1)c1ccc2c(c1)OCCO2	8	2	0	5	6	-4	6	6	3
CCCCCCCCCCCCCCCC[N+](C)(C)CC	32	-1	6	-8	-11	2	2	16	9
Cc1cc(/C=N/n2cnnc2)c(C)n1-c1ccc(Cl)cc1	12	10	1	0	6	3	11	13	0
COCCNC(=O)CN(CCc1ccccc1)S(=O)(=O)c1ccc(Br)cc1	-10	-9	1	8	-20	2	9	0	8
CC1CCN(C(=O)CSc2nc(C(C)C)nc3c2c(=O)n(C)c(=O)n3C)CC1	-1	-3	6	0	-20	5	0	-3	-1
Cc1ccc(NC2=NCC(=O)N2Cc2ccc3c(c2)OCO3)c(C)c1	-21	5	8	10	16	2	4	3	3
O=C(CCN1CCN(C/C=C/c2ccccc2)CC1)Nc1cccc(F)c1	1	0	14	2	-2	0	-7	3	4
CN(c1ccccc1)S(=O)(=O)c1ccc(C(=O)NCc2ccccn2)cc1	3	0	4	5	-7	-3	3	8	3
Cc1ccc(OCCOCCOc2ccc(Br)cc2/C=N\NC(=O)c2ccncc2)cc1	-62	-42	-43	-23	5	-28	2	-4	-16
COC(=O)c1sc(S(=O)(=O)NCCCN(C)C)c(C(=O)OC)c1C	-1	6	9	12	6	1	0	3	1
CCC1CN(C)C2Cc3c([nH]c4ccccc34)C(=O)CC1C2C(=O)OC (centres undefined)	10	-3	2	11	13	-1	9	8	0
CCC1CCCCN1C(=O)CSc1nnc(-c2ccco2)o1 (centres undefined)	-3	5	-1	2	12	1	14	4	-1
O=C(COC(=O)c1cc(F)c(F)cc1Cl)NC1CC1	8	8	2	5	-17	0	1	1	4
Cc1ccc2cc(CN(CCO)Cc3nnnn3Cc3ccc(F)cc3)c(=O)[nH]c2c1	-3	4	2	-2	2	-4	0	3	7
O=C(CC(SCc1ccco1)c1ccc(O)cc1)c1cccs1 (centres undefined)	2	6	6	-2	-18	2	-2	6	4
Cc1cccc(OCc2n[nH]c(=S)n2C2CCCCC2)c1	2	-2	6	6	7	2	1	8	5
Fc1ccc(/C=N/Nc2nccnc2Cl)cc1	-2	2	1	15	-12	2	2	-2	2
O=C(NCc1ccccc1Cl)c1cnccc1C(F)(F)F	6	1	3	-1	-5	-2	6	-4	-1
Cc1cc(C)cc(OCC(=O)OCC(=O)NC2CCCCCCC2)c1	6	4	-3	6	6	-2	2	16	6
CN(C)C(=O)CCc1ccc2c3c([nH]c2c1)[C@]1(C)[C@@H](C(=O)N2CCOCC2)C[C@H](CC(=O)NCCC2=CCCCC2)C(=O)N1CC3	·	2	·	11	·	·	·	3	6
Cn1cccc1-c1nc2ccc(NC(=O)c3ccc([N+](=O)[O-])cc3)cc2[nH]1	18	0	2	6	-2	-1	6	9	4
COCCNC(=S)NC(=O)CC12CC3CC(CC(C3)C1)C2	-5	6	5	7	-10	-1	18	7	11

Part of the list above with just PAFAH2 FP inh, LYPLA1 counter and ZTA counter.
molecule,PAFAH2 FP inh,LYPLA1 counter,ZTA counter
COc1cc(/C=N/NC(=O)c2ccncc2)ccc1OCC(=O)Nc1ccc(C)c(C)c1,-9,-8,-1
O=C(NC1CCN(Cc2ccccc2)CC1)c1ccc(N2CC3CC(C2)c2cccc(=O)n2C3)c([N+](=O)[O-])c1 (centres undefined),4,1,2

Continuation:
Compound	PREPL inhibitor	PAFAH2 FP inh	LYPLA2 inh	PAFAH1B3 FP inh	ZTA counter	LYPLA1 counter	EBNA-1 inhibitor	pPAFAH inh	PAFAH1B2 FP inh
CCN(C(=O)COC(=O)/C=C/c1cnc2ccccc2n1)c1ccccc1	20	1	5	3	3	-1	2	1	8
COc1cccc(CNc2ccccn2)c1O	-2	5	3	3	5	3	11	2	2
CN(C)C(=S)Nc1ccc(S(=O)(=O)N2CCCCC2)cc1	5	-6	-2	-7	-1	-1	4	3	0
Cc1nc2ccccc2n1Cc1ccccc1	-9	1	3	2	-1	0	-8	-5	0
CC1(C)CC(=O)C(C=NCC2CCN(C(=O)Cc3ccccc3)CC2)=C(O)C1	2	0	-2	2	-9	0	3	0	0
COc1ccc(C(=O)COC(=O)c2nn(C)cc2Cl)cc1	-2	10	2	6	1	0	10	2	-1
O=C(COC(=O)C1CC2C=CC1C2)Nc1ccc([N+](=O)[O-])cc1 (centres undefined)	2	57*	·	2	·	·	·	20	10
Cc1nc(CNS(=O)(=O)c2cccs2)cs1	-6	2	-7	8	-4	1	-4	-1	2
CC(=O)Nc1c(-c2ccccc2)c2cc(Br)ccc2[nH]c1=O	8	5	4	4	-5	-1	-13	3	3
CCCCN1C(=O)C(C)=C(C)C1OCCc1ccc(OC)c(OC)c1 (centres undefined)	6	-3	7	5	-2	1	7	7	1
O=C(Nc1ccc(-c2ccccc2)cc1)c1ccco1	-5	-5	9	7	0	6	-8	3	10
N#Cc1c(-c2ccccc2)cc(-c2cccs2)nc1SCC(=O)O	13	-2	2	2	-4	-1	-1	10	0
CC(C)NC(=O)C(=O)NCc1ccccn1	8	5	-4	-3	-19	3	1	1	6
CN(CC(=O)Nc1ccccc1Br)C(=O)COc1cccc2c1OC(C)(C)C2	2	1	1	3	-13	-1	7	3	3
CC1=CC(=O)C=C(C)C1=NOc1ccccc1[N+](=O)[O-]	10	5	0	6	-7	0	-9	6	6
Cc1cc(C(=O)CN2c3cccc4cccc(c34)S2(=O)=O)c(C)n1C	4	6	10	-1	-17	-4	·	14	3
Cc1ccc(NC(=O)COC(=O)[C@H](C)NC(=O)c2ccccc2)cc1S(=O)(=O)N1CCOCC1	-1	-3	0	5	-1	-1	-2	2	4
COc1cccc(-n2nc(C(=O)N3CCN(Cc4ccccc4)CC3)c3ccccc3c2=O)c1	-8	-2	6	4	-15	0	4	2	0
O=C(NC1CCCc2ccccc21)c1ccccc1Cl (centres undefined)	11	8	4	6	-8	-2	5	4	13
O=[N+]([O-])c1ccc(N/N=C/c2c[nH]c3ccccc23)cc1	15	-5	-10	10	-4	-15	-20	17	7
COc1ccc(NC(=S)NCc2ccco2)c(OC)c1	5	5	8	3	-11	2	3	2	-4
Cn1nc(C(C)(C)C)cc1C(=O)NN1CCOCC1	-10	-3	-3	-11	5	1	9	0	-4
C/C(=N\NC(=O)c1c(Br)c(C)nn1C)c1cccc(NC(=O)c2ccccc2F)c1	10	1	-1	2	4	-6	-1	-8	1
Cc1nn(-c2ccccc2)c(=O)c2ccccc12	9	13	-6	9	2	-1	-6	-2	2
Cc1ccc(Cn2c(C(C)Nc3nc(C)cs3)nc3cc(Cl)c(Cl)cc32)cc1 (centres undefined)	2	·	0	·	-10	0	-2	2	·
N#CCCn1ncn(-c2ccccc2)c1=S	-15	-3	-1	6	4	-2	-7	3	-2
CCCNc1c(NS(=O)(=O)c2ccc(Br)cc2)c(=O)oc2ccccc12	-13	2	-1	4	5	-3	-1	3	5
CCCNS(=O)(=O)c1ccc(NC(=O)Cc2cccs2)cc1	14	3	-4	-3	3	-1	-6	-2	5
O=C(CN1CCC(O)(c2ccc3c(c2)OCO3)CC1)N1CCOCC1	8	9	2	6	-13	0	0	3	3
CC(=O)c1ccc(NC(=S)NNC(=O)c2ccncc2)cc1	9	4	-4	-8	6	0	-5	-2	-3
CCc1ccccc1NC(=O)CCNC(=O)Cn1ccc2ccccc2c1=O	1	3	2	-1	9	-2	1	4	-1
O=S(=O)(c1ccc(F)cc1)N1CCC(n2cnc3ccccc32)CC1	-32	-4	-4	0	4	1	2	7	10
COc1ccc(S(=O)(=O)NCCc2ccccc2)cc1	-28	3	7	1	-17	-1	-10	-4	7
COc1ccc2oc(=O)c(-c3csc(Nc4ccc(O)cc4)n3)cc2c1	16	-5	13	17	-14	7	1	29*	8
COc1ccc(C(=O)n2c(-c3ccco3)nc3ccccc32)cc1	5	14	7	4	-7	-2	-6	2	1
Cc1cc(C)c2c(N)c(C(=O)c3ccccc3Cl)sc2n1	1	2	-7	8	-6	-4	-9	-5	0

Arranged by value in PREPL inhibitor (rising): some entries from above.
compound	PREPL inhibitor
N#CCCn1ncn(-c2ccccc2)c1=S	-15
COc1ccc(NC(=S)NCc2ccco2)c(OC)c1	5
O=C(CN1CCC(O)(c2ccc3c(c2)OCO3)CC1)N1CCOCC1	8

High-throughput results (PubChem BioAssay)
